# Bioassay records deposited in PubChem by several laboratories.
# RBBP9 inh: blocks human serine hydrolase RBBP9; recombinant RBBP9, FP-Rh probe fluorescence polarization; AID 1515; O75884; 0.2% of 220,000 active; inhibition, % at 7.94 µM;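 active = inhibition above the campaign mean of all tested compounds plus 3 SD, cut at about 14% in these data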;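 note: plate controls were DMSO wells with RBBP9 for no effect and wells lacking RBBP9 protein for full effect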
# Target sequence (O75884 whole entry, looked up): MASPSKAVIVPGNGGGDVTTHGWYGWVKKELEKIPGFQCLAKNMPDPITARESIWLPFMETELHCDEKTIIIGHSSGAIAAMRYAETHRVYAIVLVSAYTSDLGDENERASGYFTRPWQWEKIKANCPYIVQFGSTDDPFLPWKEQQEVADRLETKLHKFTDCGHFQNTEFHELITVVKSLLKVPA
#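 Measured by – fluorescence polarization · Test system – RBBP9 protein · Input – 2.5 µM RBBP9 dispensing solution, before mixing · Measure – percent inhibition from mP, scaled between DMSO and no-protein wells · Benchmarks – DMSO-treated enzyme wells and wells lacking RBBP9 · Times – preincubation 30 min plus labeling 45 min at 25 °C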
# EP2 mod: modulates human prostaglandin E2 receptor EP2 signaling; AID 940; 0.83% of 260,000 active; induction, % at 25 µM; EP2-expressing cells, cAMP HTRF FRET, PGE2 co-stimulation;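 active = compounds whose cAMP rise, as percent of the full-agonist control response, exceeds 60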;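 note: rat C6 glioma line stably carrying human EP2 under a CMV promoter; the protocol text gives 20 µM as final concentration; 100% = response of wells given 1 µM PGE2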
# Target sequence (P43116 whole entry, looked up): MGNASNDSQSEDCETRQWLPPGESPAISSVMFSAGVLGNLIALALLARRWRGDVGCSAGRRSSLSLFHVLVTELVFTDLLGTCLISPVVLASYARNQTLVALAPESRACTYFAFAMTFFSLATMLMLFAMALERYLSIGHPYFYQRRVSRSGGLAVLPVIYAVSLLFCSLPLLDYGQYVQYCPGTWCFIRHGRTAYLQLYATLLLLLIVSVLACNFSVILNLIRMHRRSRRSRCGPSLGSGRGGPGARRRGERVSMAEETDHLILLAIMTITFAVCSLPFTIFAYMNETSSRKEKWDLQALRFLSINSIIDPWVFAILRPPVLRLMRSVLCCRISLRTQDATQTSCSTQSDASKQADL
# Runt-CBFb FRET: inhibitors of human RUNX1 Runt domain binding to CBFb | inhibition, % at 20 µM | Cerulean-Runt/Venus-CBFb FRET ratio 530/480, 1 h | Q01196+Q13951 | 0.46% of 220,000 active | AID 1496;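 active = inhibition over about 50% at 20 µM in the single-dose screen, limit read from the data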;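 note: 0% = DMSO wells and 100% = excess unlabeled CBFb competitor control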
#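 Schedule: protein complex preformed 1 h, compound exposure 1 h, room temperature, dark; test system: Cerulean-labeled Runt domain protein; amount: 100 nM per protein; buffer or medium: Tris 50 mM pH 7.5, KCl, K2SO4, 0.01% BSA; read-out: loss of energy transfer signal; detection: FRET fluorescence; controls: 5 µM unlabeled CBFb as full-inhibition high control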
# Hck-Nef inh: inhibitors of human Hck kinase activated by Nef. inhibition, % at 20 µM. Recombinant Hck-YEEI plus Nef, Z-Lyte FRET kinase assay. AID 463187. P08631. 0.68% of 220,000 active;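 active = Hck-Nef kinase inhibition above about 50%, limit read from the data; inactive = inhibition below that limit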;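 note: 0% = DMSO with Hck plus Nef and 100% = Hck alone without Nef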
# Target sequence (P08631 whole entry, looked up): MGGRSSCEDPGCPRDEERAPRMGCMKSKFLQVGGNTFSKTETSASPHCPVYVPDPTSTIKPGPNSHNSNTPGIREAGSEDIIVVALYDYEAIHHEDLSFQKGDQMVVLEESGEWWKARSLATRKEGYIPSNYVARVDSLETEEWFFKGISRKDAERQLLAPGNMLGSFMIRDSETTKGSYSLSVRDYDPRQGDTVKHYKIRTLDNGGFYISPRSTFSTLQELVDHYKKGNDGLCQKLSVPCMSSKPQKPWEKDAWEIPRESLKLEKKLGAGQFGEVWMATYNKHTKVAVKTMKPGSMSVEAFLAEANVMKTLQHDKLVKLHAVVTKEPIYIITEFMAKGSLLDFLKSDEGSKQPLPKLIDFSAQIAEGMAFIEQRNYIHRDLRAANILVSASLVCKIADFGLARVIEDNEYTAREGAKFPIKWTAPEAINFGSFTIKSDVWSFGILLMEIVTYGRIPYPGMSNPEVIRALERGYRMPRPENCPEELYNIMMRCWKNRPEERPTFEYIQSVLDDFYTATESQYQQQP
# L929 necroptosis: L929 zVAD cell death inhibition. AID 1377. L929 zVAD necroptosis rescue, ATP luminescence, 24 h; with zVAD 60 µM. 0.38% of 220,000 active. viability rescue, % at 10 µM;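 active = activation, scaled between plate controls, above about 75%, limit read from the data; inactive = activation under that limit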;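 note: 0% = zVAD with DMSO and 100% = DMSO alone without zVAD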
# PERK inhibitor: blocks human PERK kinase; inhibition, % at 5.6 µM; 0.17% of 220,000 active; CHO PERK-DD fusion, SEAP luminescence translation reporter; Q9NZJ5;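 active = inhibition above the mean inhibition of all tested compounds plus 3 SD, set separately per screening campaign, cut at about 2.9% in these data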;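 note: PERK kinase domain activated by AP20187 dimerizer at 100 nM; 0% = DMSO with dimerizer and 100% = rapamycin at 8.4 µM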
# PGE2 EP2 inh: blocks the human prostaglandin E2 receptor EP2; P43116; C6 glioma cells expressing human EP2, cAMP TR-FRET; cells stimulated with saturating PGE2; inhibition, % at 25 µM; 0.52% of 260,000 active; AID 1422;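 active = percent inhibition above 40 after rounding to a whole number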;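 note: rat C6 glioma host cells with rolipram phosphodiesterase inhibitor present; the protocol text gives 20 µM as final concentration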
# Runt-SMMHC FRET: blocks binding of human RUNX1 Runt domain to CBFb-SMMHC. Q01196+Q13951. Cerulean-Runt/Venus-CBFb-SMMHC FRET ratio 530/480, 1 h. inhibition, % at 20 µM. 0.74% of 220,000 active. AID 1434;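 active = mean inhibition across duplicate retests at 20 µM reaching about 50%, limit read from the data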;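 note: 0% = DMSO wells and 100% = wells with excess untagged CBFb-SMMHC; inhibitors lower the FRET ratio by blocking Runt binding to CBFb-SMMHC; some results filed as inactive read as strong as hits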
# TNF necrop inh: inhibitors of TNF-alpha induced necroptosis in Jurkat FADD-/- cells; Jurkat FADD-/- TNF necroptosis rescue, ATP luminescence, 24 h; 0 = TNF only, 100 = no-TNF cells; activation (protection from cell death), % at 10 µM; 0.068% of 220,000 active; AID 463075;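 active = activation, meaning protection from cell death, of at least 50% relative to plate controls; inactive = activation below 50%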;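 note: necroptosis triggered by 40 ng/mL TNF-alpha added together with compound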
# Active calls of the source: *; / = no result given.
SMILES,RBBP9 inh,EP2 mod,Runt-CBFb FRET,Hck-Nef inh,L929 necroptosis,PERK inhibitor,PGE2 EP2 inh,Runt-SMMHC FRET,TNF necrop inh
CN(CCCC(=O)Nc1nccs1)S(=O)(=O)c1ccc(Cl)cc1,-4,-9,2,1,1.6,-0.2,10,44,1.3
O=C(NCc1ccccc1C(F)(F)F)C1CC(c2ccc(C(F)(F)F)cc2)=NO1 (stereo not drawn),/,-12,-1,26,0.7,/,11,-4,2.6
Cc1cc(C)nc(N(C#N)CCOc2ccc(Cl)cc2)n1,-3,9,-5,8,0.3,-0.5,12,-6,-0.4
Cc1cccc(/C=C2\CCC(=C3SCCCS3)C2=O)c1,-4,-7,/,1,3.1,0.6,12,0,3.0
Oc1cccc(/C=N\Nc2nncc(-c3ccccc3)n2)c1,-3,-77,2,19,-0.2,0.2,30,-4,0.6
Cc1ccccc1N(CC(=O)NC1CCCC1)C(=O)CS(=O)CC(=O)Nc1ccc2c(c1)OCO2 (stereo not drawn),-3,-2,1,1,0.0,0.7,3,6,-0.7
COC(=O)C(C)Sc1ccc2nnc(-c3cccc(F)c3)n2n1 (stereo not drawn),-5,-3,-1,1,0.8,-0.9,9,0,0.5
CCC1(N(C(C)=O)c2ccc(OC)cc2)C(=O)c2ccccc2C1=O,-1,-1,1,2,-0.1,-1.0,8,1,-2.1
O=C(O)CC(NC(=O)C1c2ccccc2Oc2ccccc21)c1ccc(Cl)cc1 (stereo not drawn),-3,-22,-1,2,1.4,0.7,8,-4,2.1
CCC(=O)N1CC(C)C(=O)Nc2ccccc21 (stereo not drawn),-4,-5,0,-1,-0.1,0.5,24,1,0.5
COC(=O)c1sccc1NN1C(=O)c2ccccc2C1=O,8,-4,-1,7,-0.6,1.4,12,-1,0.7
CC1=NN(C(=O)c2ccccc2)C(O)(c2ccc(Br)cc2)C1 (stereo not drawn),-7,-48,3,2,16,-0.5,5,-3,22
O=C(NC1CC1)c1ccc(C2SCC(=O)N2Cc2ccccc2)cc1 (stereo not drawn),0,0,2,4,0.3,-0.8,9,-1,-0.2
COc1ccc(-n2cc(CN(C)Cc3n[nH]c(=O)[nH]3)c(-c3cccc(F)c3)n2)cc1,-10,14,1,20,3.8,0.1,23,0,1.3
Cc1cc2ncn(/N=C/c3cccnc3)c2cc1C,-3,-22,-3,2,76*,-0.9,12,1,-2.0
Cc1ccc(S(=O)(=O)NCCSc2nnnn2C)cc1,6,8,0,1,2.8,-0.3,5,-2,1.8
O=C1C2CCCN2C(c2ccccc2F)N1c1ccc(F)cc1 (stereo not drawn),-3,-7,1,0,0.8,0.3,5,-3,-0.4
Nc1nc(N2CCOCC2)nc(N(c2ccccc2)c2ccccc2)n1,-4,17,2,3,-0.1,2.0,16,1,0.3
COc1cccc(/C=N/n2c(=S)n(C)c3ccccc32)c1OC,3,57,0,0,0.7,0.9,0,-3,-0.9
CSCc1cc(N2CCOCC2)nc(-c2ccccc2)n1,-5,29,1,29,47,1.3,3,0,-1.4

# Only Hck-Nef inh, TNF necrop inh and RBBP9 inh, for three of the compounds above:
molecule,Hck-Nef inh,TNF necrop inh,RBBP9 inh
COc1cccc(/C=N/n2c(=S)n(C)c3ccccc32)c1OC,0,-0.9,3
Cc1ccc(S(=O)(=O)NCCSc2nnnn2C)cc1,1,1.8,6
Oc1cccc(/C=N\Nc2nncc(-c3ccccc3)n2)c1,19,0.6,-3

# More structures.
SMILES,RBBP9 inh,EP2 mod,Runt-CBFb FRET,Hck-Nef inh,L929 necroptosis,PERK inhibitor,PGE2 EP2 inh,Runt-SMMHC FRET,TNF necrop inh
CCCSc1nnc(NC(=O)c2sc3nc(-c4cccs4)ccc3c2N)s1,-8,-34,1,-1,2.0,1.4,8,3,1.4
O=C(Nc1ccc(S(=O)(=O)N2CCCCC2c2cccnc2)cc1)c1ccccc1F (stereo not drawn),-3,-60,-2,10,1.6,-0.1,7,1,3.0
COc1cc(/C=C2/C(=O)ON=C2C)ccc1OCc1cccc(F)c1,-11,-48,12,44,-0.5,0.0,4,-16,-4.4
CCOc1ccccc1-n1c(=O)c2ccccc2c2ccccc2c1=O,-15,43,1,-3,0.8,-0.8,8,3,1.7
COc1ccc(-n2c(-c3ccco3)nc3c(cnn3-c3ccccc3C)c2=O)cc1,-5,-29,0,9,0.0,-1.8,8,-2,-0.3
CCOc1ccc(-c2noc(=O)[nH]2)cc1,5,15,-1,0,1.7,1.8,13,0,0.1
O=C(Nc1ccc(N2CCOCC2)c(S(=O)(=O)Nc2ccc(Cl)cc2)c1)c1cnccn1,-6,-24,23,-43,0.0,0.8,14,10,-3.5
Cc1ccc(Nc2nc(-c3ccncc3)nc3ccccc23)cc1,-9,0,-1,-2,23,1.0,11,12,3.1
Cc1ccc(Cn2nnc3c(=O)[nH]c(C4CCN(S(=O)(=O)c5ccc(C)cc5)CC4)nc32)cc1,-5,8,-10,-1,0.3,-0.3,4,-3,-0.5
Cc1cc(NC(=O)c2ccc(C)s2)n(-c2ccccc2)n1,-4,13,-1,6,-0.7,1.1,1,1,-2.8
O=C(OCC1CCCN2CCCCC12)c1ccc2c(c1)OCO2 (stereo not drawn),3,27,-37,-1,0.1,-0.5,7,0,0.4
C=CCN1C(=O)/C(=C/c2ccc(OC)cc2)S/C1=N/c1nccs1,-6,19,-7,1,0.7,0.9,4,-19,0.4
CCN(C(=O)CSc1ncn[nH]1)C1CCCCC1,6,16,1,0,0.0,0.4,9,-1,2.9
CC(C)C[C@H](NC(=O)c1nc[nH]c1C(=O)NC1CCN(C(=O)OC(C)(C)C)CC1)C(=O)OCc1ccccc1,-14,-16,-7,-18,0.7,-0.5,7,-2,-4.5
Cc1cc(C)c2oc(C(=O)N(Cc3ccccc3)c3ccccn3)cc(=O)c2c1,-7,1,-3,4,1.4,-1.6,19,-7,3.3
O=C(Oc1ccc2c(c1)OCO2)c1ccc(Br)c(S(=O)(=O)N2CCOCC2)c1,-10,-10,0,5,-0.9,0.2,/,-4,-3.6
COc1ccc2[nH]cc(/C=N/NS(=O)(=O)c3ccc(C)cc3)c2c1,1,-38,-1,13,0.3,0.5,11,-2,-14
Cc1onc(C(=O)NN)c1-c1csc(COc2ccccc2)n1,-15,-34,0,12,0.1,0.1,5,-2,1.1
O=C(C[N+]1(CC#Cc2ccccc2)CCOCC1)c1ccc(Cl)cc1,-9,19,-1,15,1.1,-0.3,7,-2,1.4
O=C(COC(=O)Cc1ccsc1)NCC12CC3CC(CC(C3)C1)C2,-10,-22,0,10,0.6,0.3,2,-1,-0.2

# In the list so far, these have bromine.
SMILES,RBBP9 inh,EP2 mod,Runt-CBFb FRET,Hck-Nef inh,L929 necroptosis,PERK inhibitor,PGE2 EP2 inh,Runt-SMMHC FRET,TNF necrop inh
CC1=NN(C(=O)c2ccccc2)C(O)(c2ccc(Br)cc2)C1 (stereo not drawn),-7,-48,3,2,16,-0.5,5,-3,22
O=C(Oc1ccc2c(c1)OCO2)c1ccc(Br)c(S(=O)(=O)N2CCOCC2)c1,-10,-10,0,5,-0.9,0.2,/,-4,-3.6

# Further records:
SMILES,RBBP9 inh,EP2 mod,Runt-CBFb FRET,Hck-Nef inh,L929 necroptosis,PERK inhibitor,PGE2 EP2 inh,Runt-SMMHC FRET,TNF necrop inh
CCc1nnc(SCCSc2nnc(CC)n2N)n1N,-11,17,/,-1,-0.2,0.3,5,-5,-0.5
CCOC(=O)c1ccc(NC(=O)/C=C/c2cccs2)cc1,-8,-46,0,-14,0.5,0.4,32,-3,0.0
C#CCOCCOCCOCCNc1nc(N2CCN(C(=O)[C@H](CCC(=O)O)n3cc(C(N)CO)nn3)CC2)nc(N2CCN(C(=O)[C@H](Cc3ccc(O)cc3)n3cc(C(N)CC(C)C)nn3)CC2)n1 (stereo partly drawn),0,-12,0,4,-0.5,1.0,/,0,0.0
Cc1ccccc1NC(=O)c1ccccc1O,-1,-20,1,-1,0.2,1.5,4,-2,-0.9
CCOC(=O)NC1(C(F)(F)F)NC(=O)N(c2cccc(C(F)(F)F)c2)C1=O (stereo not drawn),-7,-12,0,-1,0.5,0.5,4,1,0.4
CCOC(=O)c1[nH]c2ccc(C)cc2c1N=CN(CC)CC,2,-35,2,2,0.8,0.6,32,3,2.9
Cc1ccc2nc(SCC(=O)c3ccc4c(c3)OCO4)[nH]c2c1,2,-32,1,1,0.4,0.1,4,-3,-0.8
COc1ccc2cc(-c3[nH]ncc3CNCCn3nc(C)cc3C)ccc2c1,2,-57,0,-1,0.1,0.4,7,5,4.9
CC(C)CNC(=O)c1cccc(NC(=O)COc2cccc([N+](=O)[O-])c2)c1,2,-24,-1,10,0.9,0.3,5,2,1.6
COc1ccccc1NC(=O)C(Sc1ccccc1)c1ccccc1 (stereo not drawn),-10,40,2,0,-0.2,-0.3,5,1,-0.5
CC1CN(c2nc3ccccn3c(=O)c2C=O)CC(C)O1 (stereo not drawn),-1,17,1,24,5.2,0.3,17,2,0.5
CCN(CC)C(=O)CSc1nnc(-c2ccco2)n1N,-8,30,-1,1,-0.1,0.8,4,2,0.2
O=C(Nc1ccccc1)Nc1cc(S(=O)(=O)N2CCOCC2)ccc1N1CCCC1,-7,6,9,3,0.1,-0.1,8,10,3.2
O=C(N/N=C/c1ccc([N+](=O)[O-])o1)c1ccc(O)cc1,1,2,3,-7,63,0.8,20,9,-20
CC1=CC(=C(C#N)c2nc3ccccc3s2)C=C(C)N1Cc1ccco1,-2,14,-72,3,2.3,0.5,17,-224,-4.8
CC(=O)c1ccc(NC(=O)COc2ccc3c(c2)OCO3)cc1,-6,-35,0,29,1.0,1.7,6,4,-1.2
COc1ccccc1N1CCN(C(=O)c2cc(-c3ccc4c(c3)OCO4)on2)CC1,-5,-16,-1,1,1.0,0.4,4,2,0.3
Cc1ccc(N2C(=O)C3C(C(=O)c4ccccc4)=NN(c4ccccc4)C3C2=O)cc1 (stereo not drawn),-6,15,-249,-5,0.6,-0.1,6,-43,0.4
Cc1ccc(NC(=O)C(=O)NCC2CCCO2)cc1 (stereo not drawn),-3,-3,0,6,1.8,0.6,6,1,-1.2
COc1ccc(C2=CSC3=C(C(=O)c4cccc(S(=O)(=O)N(C)C)c4)CCN23)cc1,-5,0,6,2,0.0,-0.7,5,-4,-3.6
Cc1ccc(NC2=CC(=O)CC(C)(C)C2)cc1C,-12,22,0,-1,0.0,0.4,4,2,-3.9
CCOc1ccc(C(=O)N2CCCC2)cc1,-2,23,2,6,-0.5,0.5,12,-6,-0.2
CC/C(=N\NC(=O)c1c[nH]c2ccccc12)c1cccs1,5,-54,-2,8,5.3,0.6,7,-5,0.6
N#Cc1c2n(c3c(=S)nc[nH]c13)CCCCC2,1,37,30,1,2.0,-0.2,24,19,5.7
O=C(NCc1ccc2c(c1)OCO2)c1ccccn1,-8,14,-3,3,-0.1,1.3,17,-11,-1.7
CCOC(=O)C1CCN(C(=O)CSc2ccccc2Cl)CC1,0,-6,-1,-1,0.4,-0.1,7,1,0.2

# Only part of the results is shown. The share of hits here may be higher or lower than overall.
